Source: PubChem BioAssay
Rev-erbA mod – modulates human Rev-erb alpha binding to DNA; P20393; Rev-erbα–FITC-DNA binding, fluorescence polarization, 90 min; activity, % at 10 µM; 370,000 tested, 0.79% active; AID 1259318;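 active means activity above about 14%, limit read from the data; passing the limit was not always enough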;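 further: 0% = DMSO wells with 35 nM protein and 100% = DMSO wells with 750 nM protein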
Target sequence (P20393 whole entry, looked up): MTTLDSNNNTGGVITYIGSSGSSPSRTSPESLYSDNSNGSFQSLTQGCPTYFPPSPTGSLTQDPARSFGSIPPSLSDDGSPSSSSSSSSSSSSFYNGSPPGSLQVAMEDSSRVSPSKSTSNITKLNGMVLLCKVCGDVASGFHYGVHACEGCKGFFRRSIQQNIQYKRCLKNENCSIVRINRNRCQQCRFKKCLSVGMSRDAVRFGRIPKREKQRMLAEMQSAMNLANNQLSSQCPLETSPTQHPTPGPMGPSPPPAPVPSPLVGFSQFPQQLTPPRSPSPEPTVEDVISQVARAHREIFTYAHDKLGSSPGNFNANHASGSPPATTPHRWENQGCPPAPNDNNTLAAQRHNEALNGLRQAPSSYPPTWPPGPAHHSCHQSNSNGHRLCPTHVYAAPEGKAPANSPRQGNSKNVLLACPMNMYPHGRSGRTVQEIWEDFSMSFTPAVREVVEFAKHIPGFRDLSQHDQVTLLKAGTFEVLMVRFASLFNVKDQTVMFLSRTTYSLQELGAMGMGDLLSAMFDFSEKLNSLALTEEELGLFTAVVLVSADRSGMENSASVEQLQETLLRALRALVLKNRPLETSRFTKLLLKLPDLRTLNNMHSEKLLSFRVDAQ
LEDGF integ inh – blocks HIV-1 LEDGF/p75-dependent DNA integration; AID 743269; 370,000 tested, 0.64% active; inhibition, % at 3.7 µM; TR-FRET IN-LEDGF/p75 DNA integration, Eu/Cy5;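 active means inhibition above the screen-wide mean plus 3 SD, cut at about 13% in these data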;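 further: signal is the Cy5 over europium emission ratio at 671 and 618 nm; 0% = plate median of compound wells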
MBD2 DNA inh – blocks human MBD2 binding to methylated DNA; Q9UBB5; TR-FRET, MBD2 binding to methylated oligonucleotide; inhibition, % at 4.4 µM; 370,000 tested, 0.31% active; in the data active means inhibition above about 13%
PG9 Ab binder – small molecules binding HIV-1 gp120 antibody PG9; AID 624416; inhibition, % at 6.7 µM; TR-FRET gp120-PG9 antibody binding; 360,000 tested, 0.43% active; in the data active means inhibition above about 8.5%
PRMT1 FP inh – PRMT1 (human) inhibition, primary screen. recombinant PRMT1, activity-based probe fluorescence polarization. inhibition, % at 2.79 µM. 370,000 tested, 1.3% active;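 active means inhibition above about 21% made by adding two undisclosed values, limit read from the data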
TCR CD3 inh – inhibitors of human TCR-CD3 interaction; TAMRA-labeled TCR probe fluorescence, biochemical; inhibition, % at 9.4 µM; 360,000 tested, 0.37% active; in the data active means inhibition above about 19%;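 further: recombinant mutant TCR 2C K166C tagged with TAMRA read by polarization; 0% = receptor in buffer alone and 100% = receptor with positive control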
HTRA1 inhibitor – inhibitors of human serine peptidase HTRA1 | inhibition, % at 5.96 µM | Q92743 | recombinant HTRA1, FP-rhodamine activity-based probe, fluorescence polarization | AID 504803 | 340,000 tested, 0.5% active; in the data active means inhibition above about 36%;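 further: 0% = enzyme with DMSO and 100% = wells lacking enzyme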
Target sequence (Q92743 whole entry, looked up): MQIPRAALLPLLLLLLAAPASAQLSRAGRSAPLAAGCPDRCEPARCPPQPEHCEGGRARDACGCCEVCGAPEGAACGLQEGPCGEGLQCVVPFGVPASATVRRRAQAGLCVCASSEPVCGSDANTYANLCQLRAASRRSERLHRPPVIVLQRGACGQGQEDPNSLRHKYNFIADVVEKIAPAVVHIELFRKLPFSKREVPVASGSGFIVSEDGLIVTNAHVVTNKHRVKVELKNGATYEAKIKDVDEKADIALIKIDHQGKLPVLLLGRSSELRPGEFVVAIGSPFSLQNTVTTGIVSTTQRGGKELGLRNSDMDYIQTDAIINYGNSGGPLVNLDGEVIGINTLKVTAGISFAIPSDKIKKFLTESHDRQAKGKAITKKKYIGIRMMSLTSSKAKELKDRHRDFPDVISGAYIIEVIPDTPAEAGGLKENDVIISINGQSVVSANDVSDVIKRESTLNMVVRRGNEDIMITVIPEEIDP
UHRF1 binding – blocks human UHRF1 binding to methylated DNA | UHRF1 binding to methylated oligo, TR-FRET | 370,000 tested, 0.75% active | inhibition, % at 4.4 µM | Q96T88 | AID 687016; in the data active means inhibition above about 21%;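 further: UHRF1 SRA domain binding a hemimethylated CpG hairpin DNA probe; 0% = median of test compound wells and 100% = reference inhibitor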
mABHD4 FP – inhibits mouse alpha/beta hydrolase domain 4 | AID 720543 | inhibition, % at 8.92 µM | 370,000 tested, 0.54% active | purified mABHD4, FP-Rh probe fluorescence polarization | Q8VD66;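 active means inhibition exceeding the mean over every tested compound plus 3 SD, cut at about 30% in these data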;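 further: 0% = plate median of compound wells and 100% = S159A mutant with DMSO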
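Material: mouse ABHD4 enzyme, wild type; Benchmarks: S159A mutant high control, sample median low control; Buffer or medium: HEPES pH 7.0, NaCl, Pluronic buffer; Signal: fluorescence polarization; Read-out: percent inhibition of probe binding, normalized to plate controls; Timing: pre-incubation 45 min, probe exposure 60 min, at 25 °C; Dosing: 8.92 µM, single dose.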
rCAG binder – r(CAG) repeat RNA binding. TO-PRO-1 dye displacement fluorescence. inhibition, % at 3 µM. 370,000 tested, 1.3% active. AID 651821;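 active means inhibition above the plate cutoff, the mean of all test compounds on that plate plus 3 SD, cut at about 35% in these data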;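 further: 0% = DMSO alone and 100% = 100 µM mitoxantrone as full dye displacement; higher means more dye released from RNA so lower well fluorescence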
Numbers without * were called inactive; . = no result given.

SMILES	Rev-erbA mod	LEDGF integ inh	MBD2 DNA inh	PG9 Ab binder	PRMT1 FP inh	TCR CD3 inh	HTRA1 inhibitor	UHRF1 binding	mABHD4 FP	rCAG binder
O=C(NCC1CCCO1)c1ccc(Cl)c(S(=O)(=O)Nc2ccccc2)c1 (stereo not given)	-4	-1	0	-0.9	0	3	-6	-3	0	0
COc1ccccc1N1N=C(C(=O)c2ccccc2)C2C(=O)N(c3ccc(Br)cc3)C(=O)C21 (stereo not given)	29*	3	4	-0.1	0	-1	.	-1	-4	9
Cc1nn(C2CCS(=O)(=O)C2)c(C)c1CN(C)C(=O)c1ccc(Cl)cc1 (stereo not given)	-3	-4	7	1.0	3	-1	-3	4	0	-4
CCCCNS(=O)(=O)c1cccc(NC(=O)[C@@H]2O[C@H](CO)[C@H](O)[C@H](O)[C@H]2O)c1	8	0	2	1.0	4	1	.	1	-3	-2
CN1CCN(S(=O)(=O)c2cccc(C(=O)Nc3sccc3C#N)c2)CC1	8	-1	-1	-2.0	4	-25	-43	-4	-19	45*
COc1ccc(Cn2c(C)c(C)c(C#N)c2NC(=O)Nc2ccc(F)cc2)cc1	1	-1	-3	-0.5	3	-2	-13	0	-12	12
CCOC(=O)CN1C(=O)COc2ccc(Cl)cc21	-6	-6	6	1.4	3	0	0	0	0	-1
CCCCC[C@H](C)N1C[C@H](COCc2ccccc2)Oc2cc(N3CCC[C@H]3C(N)=O)ccc2S1(=O)=O	1	1	2	0.8	5	-4	.	3	-6	3
CSc1nnc(-c2sccc2-n2cccc2)o1	4	1	3	0.2	-2	2	6	-1	0	-4
CCCSc1nsc(SCCC)c1C#N	1	1	-4	-0.4	-4	-3	-1	1	3	-2
CCN(CC)c1ccc(/C=N/NC(=O)c2nnn(-c3nonc3N)c2C(C)C)c(O)c1	3	-13	9	-0.4	10	-5	35	3	18	21
Cc1occc1C(=O)N=Nc1c(O)n(C)c2ccccc12	2	-4	-2	-3.7	-2	6	7	-2	-8	-2
COc1c(C)cc(C(O)c2ncc(-c3ccccc3F)[nH]2)cc1C (stereo not given)	0	3	0	-1.2	-2	-8	.	1	-1	2
COc1cc2c(cc1NC(=O)COC(=O)/C=C/c1ccccc1)oc1ccccc12	-1	-3	0	0.5	1	-3	4	6	3	1
CCN(CC)CCCn1c2c(c(SCC(=O)Nc3ccc4c(c3)OCCO4)nc1=O)CCC2	-11	0	1	0.5	-4	2	2	0	-3	-4

Rev-erbA mod, hit marks shown above.
canonical_smiles	Rev-erbA mod	LEDGF integ inh	MBD2 DNA inh	PG9 Ab binder	PRMT1 FP inh	TCR CD3 inh	HTRA1 inhibitor	UHRF1 binding
COc1ccccc1N1N=C(C(=O)c2ccccc2)C2C(=O)N(c3ccc(Br)cc3)C(=O)C21 (stereo not given)	29*	3	4	-0.1	0	-1	.	-1

Carrying on.
SMILES	Rev-erbA mod	LEDGF integ inh	MBD2 DNA inh	PG9 Ab binder	PRMT1 FP inh	TCR CD3 inh	HTRA1 inhibitor	UHRF1 binding	mABHD4 FP	rCAG binder
CCCCCCCCC(=O)NCCOc1ccc(OC)cc1	-9	-3	-1	-1.9	-2	5	-2	-3	12	-7
O=C(NCC1CCCO1)C1CCC(N2C(=O)c3ccccc3C2=O)CC1 (stereo not given)	-5	-4	4	1.1	-3	3	1	-2	-5	-8
COc1ccc(CN(C)C(=O)Cn2cnc3c(SC)nc(N)nc32)cc1OC	-6	-2	0	1.9	-2	-3	-4	-1	-1	1
CCN(CC)C(=O)CSc1nnc(CNc2ccc(F)cc2)n1-c1ccccc1	-2	-3	0	-2.5	-2	6	-1	-2	2	-8
O=C(COc1ccc(S(=O)(=O)NC2CCCCC2)cc1Cl)NCc1ccc2c(c1)OCO2	8	0	-2	0.9	0	11	-49	-1	-13	-3
CCOC1(NC(=O)c2ccccc2)C(C)=CC(=O)C=C1C	-2	2	-2	-0.9	1	-2	0	1	3	0
Cc1cc(-c2nnn(CCCOC(C)(C)C)c2C)ccc1-c1cn(CCCOC(C)(C)C)nn1	4	-7	-2	-1.3	2	13	0	1	0	1
CCCc1cc(=O)[nH]c(SCC(=O)N(C)C2CCS(=O)(=O)C2)n1 (stereo not given)	3	-2	-1	1.2	-2	-1	0	-1	2	0
CNc1ccccc1C(=O)OC(C)C(=O)Nc1ccc(S(=O)(=O)N2CCCC2)cc1 (stereo not given)	4	2	5	2.0	3	-8	-35	4	-21	7
COc1ccc(-c2csc(NC(=O)Cc3cc(OC)c(OC)c(OC)c3)n2)cc1OC	-1	1	-5	0.4	4	7	-5	1	-5	3
NCC(O)CN(c1ccccc1)c1ccccc1 (stereo not given)	2	-2	-2	-1.9	-3	2	-1	-2	2	3
COc1cc(OC)cc(C(=O)NNC(=O)c2cc3c(s2)CCCC3)c1	1	-3	-5	3.2	0	7	-13	-2	1	4
Cc1nc2ccc(S(=O)(=O)NCC(=O)Nc3cccc(F)c3)cc2s1	2	0	4	-0.2	8	-2	4	2	-5	1
CCC(C)C1NC(=S)N(C2CCCCC2)C1=O (stereo not given)	-8	3	-5	-2.7	1	-2	5	-6	-6	-2
S=C(c1ccc(-c2ccccc2)o1)N1CCCCC1	-1	0	-4	0.3	3	7	-1	1	0	-2

Ordered by the number under LEDGF integ inh (lowest first): five from the list above
molecule	Rev-erbA mod	LEDGF integ inh	MBD2 DNA inh	PG9 Ab binder	PRMT1 FP inh	TCR CD3 inh	HTRA1 inhibitor	UHRF1 binding
Cc1nn(C2CCS(=O)(=O)C2)c(C)c1CN(C)C(=O)c1ccc(Cl)cc1 (stereo not given)	-3	-4	7	1.0	3	-1	-3	4
COc1ccc(CN(C)C(=O)Cn2cnc3c(SC)nc(N)nc32)cc1OC	-6	-2	0	1.9	-2	-3	-4	-1
CCN(CC)CCCn1c2c(c(SCC(=O)Nc3ccc4c(c3)OCCO4)nc1=O)CCC2	-11	0	1	0.5	-4	2	2	0
COc1ccc(-c2csc(NC(=O)Cc3cc(OC)c(OC)c(OC)c3)n2)cc1OC	-1	1	-5	0.4	4	7	-5	1
COc1ccccc1N1N=C(C(=O)c2ccccc2)C2C(=O)N(c3ccc(Br)cc3)C(=O)C21 (stereo not given)	29*	3	4	-0.1	0	-1	.	-1

Single records, as listed above. Screens in order: Rev-erbA mod	LEDGF integ inh	MBD2 DNA inh	PG9 Ab binder	PRMT1 FP inh	TCR CD3 inh	HTRA1 inhibitor	UHRF1 binding	mABHD4 FP	rCAG binder
NCC(O)CN(c1ccccc1)c1ccccc1 (stereo not given) as listed: 2	-2	-2	-1.9	-3	2	-1	-2	2	3
CNc1ccccc1C(=O)OC(C)C(=O)Nc1ccc(S(=O)(=O)N2CCCC2)cc1 (stereo not given) as listed: 4	2	5	2.0	3	-8	-35	4	-21	7
Cc1nc2ccc(S(=O)(=O)NCC(=O)Nc3cccc(F)c3)cc2s1 as listed: 2	0	4	-0.2	8	-2	4	2	-5	1

More results follow.
SMILES	Rev-erbA mod	LEDGF integ inh	MBD2 DNA inh	PG9 Ab binder	PRMT1 FP inh	TCR CD3 inh	HTRA1 inhibitor	UHRF1 binding	mABHD4 FP	rCAG binder
Cc1nc2c(S(=O)(=O)c3ccccc3)cnn2c(C)c1C	1	-2	4	0.0	-2	-1	-4	0	12	-1
O=C(NC1CCCCC1)c1ccc(COCC(F)(F)F)o1	-5	-1	2	-1.3	1	-4	1	-1	-6	-4
C=CCn1c(Oc2ccccc2F)nc2c1c(=O)n(C)c(=O)n2C	0	1	1	-0.6	-2	-1	2	2	0	-6
Cn1c(N)c(C(=O)COC(=O)/C=C/c2ccccc2Cl)c(=O)n(C)c1=O	6	0	1	-1.1	1	4	7	-2	4	2
Cc1ccc(N2CC(=O)N(NC(=O)c3sc4nc(C)cc(C)c4c3N)CC2=O)cc1	3	-3	-2	-0.7	0	4	-3	-5	9	-1
CN(C)C(=O)NC(Nc1ccc(Cl)cc1Cl)C(Cl)(Cl)Cl (stereo not given)	4	-2	-5	3.0	0	-3	-22	-2	-2	-3
CC(C)N(C(=O)[C@H]1CC(CC(=O)NCCCn2ccnc2)C(=O)N2CCc3c([nH]c4ccccc34)[C@]12C)C(C)C (stereo not given in full)	1	2	8	-0.9	0	1	2	1	4	-1
CC(=O)c1cn(-c2ccc(Cl)cc2)c(=O)n(Cc2ccc(F)cc2)c1=O	0	-1	3	3.8	2	3	-1	0	7	-3
CC(=O)c1cccc(OCc2cc(C(=O)N(C)Cc3cnccn3)no2)c1	-2	2	-1	-2.2	1	8	0	-1	-2	1
CCOC(=O)c1cc(-c2ccccc2)n(CC(=O)Nc2cc(OC)cc(OC)c2)c1C	-4	-2	-5	-2.1	4	-5	-41	2	-15	7
Cc1ccc(C)c(-n2ccnc2SCC(=O)Nc2cccc(S(=O)(=O)NC3=NCCC3)c2)c1	-2	-4	7	0.5	13	-8	-1	19	-12	5
CC1(C)CC(=O)C(C(c2ccccc2F)C2C(=O)CC(C)(C)CC2=O)C(=O)C1	-1	-3	1	-0.6	11	-5	4	2	-3	1
N#C/C(=C\C=C\c1ccccc1)C(=O)Nc1ccccc1	-3	-1	-1	-0.4	2	3	-8	3	0	3
C=CCSc1nc2c(c(=N)n1CC=C)C1CCCC1S2 (stereo not given)	2	-1	0	-1.8	-2	2	-19	5	-5	-1
COc1ccc(C)cc1NC(=O)CO/N=C(\N)CC(=O)Nc1ccccc1OC	-1	-1	-6	-0.3	0	-1	-8	-2	4	9

An excerpt from above with just mABHD4 FP, rCAG binder and MBD2 DNA inh:
Structure	mABHD4 FP	rCAG binder	MBD2 DNA inh
CCOC(=O)c1cc(-c2ccccc2)n(CC(=O)Nc2cc(OC)cc(OC)c2)c1C	-15	7	-5
Cc1ccc(C)c(-n2ccnc2SCC(=O)Nc2cccc(S(=O)(=O)NC3=NCCC3)c2)c1	-12	5	7

(continued)
SMILES	Rev-erbA mod	LEDGF integ inh	MBD2 DNA inh	PG9 Ab binder	PRMT1 FP inh	TCR CD3 inh	HTRA1 inhibitor	UHRF1 binding	mABHD4 FP	rCAG binder
O=C(CC1OCC2CCCN2C1=O)Nc1ccc([N+](=O)[O-])cc1 (stereo not given)	-4	-1	-2	0.2	3	-10	-3	-1	1	15
COc1ccc(S(=O)(=O)Nc2ccc3c(c2)C(=O)N([C@H](C)CO)C[C@H](C)[C@@H](CN(C)S(=O)(=O)c2cccs2)O3)cc1	-5	1	-3	0.8	-3	5	-11	8	0	3
O=C(CSc1nc(-c2ccco2)cc(C(F)(F)F)n1)NCCN1CCOCC1	10	2	2	-2.8	1	5	3	2	-4	-4
O=C1CC(=O)Nc2cc(S(=O)(=O)N3CCOc4ccccc43)ccc2N1	-3	0	1	-0.6	-2	1	-3	-1	0	2
Cc1ccc([N+](=O)[O-])cc1NC(=O)C1CCCC1	-3	0	-2	-2.9	-4	6	2	-3	-6	-3
S=c1[nH]nc(COc2ccc(Cl)cc2)n1-c1ccc(Cl)cc1	-1	2	1	-1.0	28*	-3	-11	-1	-4	26
Cc1cc(=O)oc2c(C)c(OC(C)C(=O)NCCCn3ccnc3)ccc12 (stereo not given)	-4	3	1	-0.1	-4	2	3	3	-5	-3
COc1cccc(C(NC(C)=O)c2nc(-c3cccc(O)c3)cs2)c1 (stereo not given)	0	1	-2	0.5	-5	-6	.	1	-10	2

Only part of the results is shown; rates above refer to the full screens.
